Screening results as filed in PubChem.
Vif inh – inhibitors of HIV Vif. HEK293T cells, Vif self-association by quenched fluorescence, imaging, 24 h. inhibition, % at 7.49 µM. 340,000 compounds, 0.35% hits. AID 602346; in the data active = inhibition above about 50%, passing the limit was not always enough; note: some results filed as inactive read as strong as hits
KKLEB tox – CF airway cell cytotoxicity counter-screen; 360,000 compounds, 0.36% hits; KKLEB CF airway cells viability, ATPlite luminescence, overnight; hits give low values; cells stimulated with P. aeruginosa culture filtrate; activity change (cytotoxicity), % at 5 µM; AID 602141;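 active = corrected activity change at or below -50% at 5 µM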
CF NFkB block – blocks PAF-induced NF-kB reporter in cystic fibrosis cells; 360,000 compounds, 0.86% hits; AID 588850; inhibition, % at 5 µM; KKLEB NF-kB-GFP reporter, GFP fluorescence overnight;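 active = at least 50% inhibition at 5 µM, scaled per plate between neutral and stimulator controls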;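 note: PAF is a Pseudomonas aeruginosa culture filtrate used as stimulus; plate controls were PAF-stimulated DMSO wells for no effect and unstimulated DMSO wells for full effect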
CaV13 FRET inh – Disruptors of the CACNA1D IQ motif to Ca2+-dependent inactivation inhibitor domain association, primary screening, Förster resonance energy transfer in intact living …; HEK cells, CFP/YFP FRET ICDI-IQ, plate reader, 10 min; percent FRET-ratio fall versus neutral wells; AID 743397; 340,000 compounds, 0.098% hits; inhibition, % at 12.3 µM;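 active = mean replicate inhibition of at least 30% and at least 1% of replicates passing that level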;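 note: 0% = median of the neutral control wells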
PDI turbidity – blocks human protein disulfide isomerase activity | P07237 | PDI insulin aggregation turbidity, A650, 90 min | inhibition, % at 10 µM | 350,000 compounds, 0.052% hits;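 active = mean inhibition across replicates of 30% or more, whatever share of single replicates reach that level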;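 note: absorbance from insulin aggregation driven by PDI reduction with DTT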
Target sequence (P07237 whole entry, looked up): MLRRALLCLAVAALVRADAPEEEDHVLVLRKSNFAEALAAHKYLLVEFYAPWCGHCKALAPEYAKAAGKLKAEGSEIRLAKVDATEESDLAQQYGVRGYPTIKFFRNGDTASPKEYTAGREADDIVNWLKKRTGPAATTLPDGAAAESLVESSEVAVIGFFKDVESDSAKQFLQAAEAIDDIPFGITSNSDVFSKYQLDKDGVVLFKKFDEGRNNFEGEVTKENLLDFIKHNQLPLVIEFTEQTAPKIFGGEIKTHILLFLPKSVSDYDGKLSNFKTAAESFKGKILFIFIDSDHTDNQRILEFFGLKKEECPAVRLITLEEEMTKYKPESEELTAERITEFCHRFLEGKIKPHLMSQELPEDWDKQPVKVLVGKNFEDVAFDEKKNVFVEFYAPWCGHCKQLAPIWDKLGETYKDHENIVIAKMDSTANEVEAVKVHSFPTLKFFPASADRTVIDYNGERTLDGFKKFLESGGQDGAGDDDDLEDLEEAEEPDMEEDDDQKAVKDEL
NR2E3 ag-1 – activates human NR2E3 receptor; AID 602229; 360,000 compounds, 0.35% hits; inhibition of corepressor binding, % at 3.98 µM; Q9Y5X4; CHO-S Gal4-NCOR/VP16-NR2E3 two-hybrid, luciferase;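 active = inhibition above the mean of all tested compounds plus 3 SD, cut at about 70% in these data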;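 note: 0% = DMSO with NR2E3 transfected cells and 100% = cells lacking NR2E3 construct; higher means lower luciferase signal from less NR2E3 corepressor binding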
Target sequence (Q9Y5X4 whole entry, looked up, the tested form may be a part): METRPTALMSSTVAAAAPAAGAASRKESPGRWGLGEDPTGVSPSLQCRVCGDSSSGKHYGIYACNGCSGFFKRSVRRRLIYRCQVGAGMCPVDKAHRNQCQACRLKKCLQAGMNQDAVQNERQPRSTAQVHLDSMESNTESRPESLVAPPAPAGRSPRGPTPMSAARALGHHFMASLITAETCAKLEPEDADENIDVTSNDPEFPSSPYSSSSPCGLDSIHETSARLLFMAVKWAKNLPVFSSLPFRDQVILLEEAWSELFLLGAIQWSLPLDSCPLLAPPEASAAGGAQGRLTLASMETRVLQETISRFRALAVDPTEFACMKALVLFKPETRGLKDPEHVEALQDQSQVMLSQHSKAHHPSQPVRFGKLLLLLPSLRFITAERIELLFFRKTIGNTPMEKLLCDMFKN
MITF TRPM1 inh – reduces MITF-dependent TRPM1 promoter luciferase signal; inhibition, % at 12.5 µM; AID 488899; 330,000 compounds, 0.83% hits; SK-MEL-5 TRPM1 promoter luciferase, 24 h;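 active = mean inhibition across replicates of 60% or more, whatever share of single replicates reaches that level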; note: values of inactives mirror those of a sister screen read the other way
Shn3 3UTR inh – inhibitors of Schnurri-3 3'UTR reporter in osteoblasts; AID 588674; inhibition, % at 12.5 µM; 360,000 compounds, 0.52% hits; Clone20 osteoblast Shn3 3'UTR firefly luciferase, 24 h;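 active = mean inhibition of at least 75% with every replicate also reaching 75%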;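 note: 0% = median of neutral control wells and 100% = pilot-screen positive control compound; some compounds past the cut are filed as inactive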
HIF-2a inh – blocks HIF-2a reporter activity; 786-0 RCC cells HIF-2a reporter, luciferase luminescence, overnight; inhibition, % at 18.8 µM; 360,000 compounds, 0.72% hits;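 active = inhibition of the luminescence signal of 40% or more relative to plate controls, in a single-dose primary screen at 18.75 µM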
Peg3 prom inh – reduces Peg3 promoter-driven luciferase expression in HeLa; HeLa PEG-Prom luciferase reporter, luminescence, overnight; inhibition, % at 20 µM; 360,000 compounds, 1.7% hits; AID 588405;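 active = inhibition of at least 50% at 20 µM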
NR2E3 ag-2 – activates human photoreceptor nuclear receptor NR2E3; Q9Y5X4; GST-NR2E3/biotin-RetCOR TR-FRET, 1536-well; 320,000 compounds, 0.12% hits; AID 2300; inhibition of corepressor binding, % at 4.78 µM;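 active = percent inhibition above the cutoff of mean plus 3 SD of all tested compounds, set per screening campaign, cut at about 20% in these data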;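 note: 0% = DMSO wells and 100% = biotin wells as full block of FRET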
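system = GST-tagged NR2E3 plus biotinylated RetCOR corepressor | input = 1.35 nM GST-NR2E3 | also added = 7 nM biotin-RetCOR | schedule = 5 h incubation at 4 °C | measured by = TR-FRET with europium anti-GST and streptavidin-D2, 340 nm excitation | read-out = percent loss of FRET ratio relative to control wells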
Numbers without * were called inactive; · = no result given.

cpd	Compound	Vif inh	KKLEB tox	CF NFkB block	CaV13 FRET inh	PDI turbidity	NR2E3 ag-1
1	CCNC(=O)C1(C)CCCN(Cc2csc(-c3ccccc3)n2)C1 (stereo not drawn)	-9	-9	17	-7	3	-20
2	N#Cc1ccc(NC(=O)CN2CCN(c3ccccn3)CC2)cc1	·	0	-13	-2	3	4
3	CCCCN(CC)CCNC(=O)C1CCCN(S(=O)(=O)c2cccc3nsnc23)C1 (stereo not drawn)	-5	7	5	-2	15	-19
4	CCOCC(=O)Nc1ccc([N+](=O)[O-])cc1Cl	8	-11	-6	1	25	-3
5	Cn1c(/C=C/c2ccccc2[N+](=O)[O-])nc2ccccc2c1=O	-4	-9	26	-5	0	-18
6	CCOc1ccc(Br)cc1S(=O)(=O)N1CC(C)OC(C)C1 (stereo not drawn)	17	5	25	-8	-5	-4
7	Cc1ccccc1S(=O)(=O)N(C)C[C@@H]1OCc2cn(nn2)CCCC(=O)N([C@H](C)CO)C[C@H]1C	-1	-5	1	-3	-3	-11
8	O=C(COC(=O)c1ccc(CSc2ccc(Cl)cc2)cc1)Nc1ccccc1	-2	2	20	-4	-2	-1
9	CCn1c(SCC(=O)c2cc(C)n(-c3ccc(C(=O)OC)cc3)c2C)nnc1-c1cccnc1	-6	6	-8	4	5	5
10	Cc1ccc(C)c(NC(=S)NNC(=O)c2csc3c2CCCC3)c1	3	8	-10	-3	8	11
11	COC(=O)CCCNS(=O)(=O)c1ccc2ccccc2c1	-3	-1	-1	-4	1	-19
12	CN1C=CC(=O)[C@@H](O)[C@H]1c1ccccc1Br	5	16	-25	-4	-14	-70
13	C[C@@H]1NC(=O)c2cc([N+](=O)[O-])cc(I)c2NCCCC[C@@H](C(N)=O)NC(=O)[C@H](CCC(=O)O)NC1=O	5	-7	22	·	-1	-29
14	COC(=O)c1ccccc1NC(=O)Cn1cnc2c1c(=O)n(C)c(=O)n2C	-12	5	-17	-7	1	9
15	CCN(CC)C(=O)Cn1cc(SCC(=O)NC2CCCCC2)c2ccccc21	3	4	6	-7	-8	-45

cpd	MITF TRPM1 inh	Shn3 3UTR inh	HIF-2a inh	Peg3 prom inh	NR2E3 ag-2
1	·	52	0	-7	·
2	8	10	21	-18	-2
3	6	-19	8	-2	3
4	-18	-15	-33	-28	-4
5	-19	-21	-163	-108	·
6	1	-13	21	15	0
7	·	-5	12	7	·
8	0	-8	4	-10	2
9	-10	-5	-14	-13	0
10	5	-7	-41	-13	1
11	18	-20	12	5	1
12	-1	-7	9	-9	·
13	-8	-19	6	9	0
14	2	-9	10	10	-2
15	·	-4	4	0	·

More entries
cpd	Compound	Vif inh	KKLEB tox	CF NFkB block	CaV13 FRET inh	PDI turbidity	NR2E3 ag-1
16	CC1CCCN(CCCNC(=O)c2ccc(N3CCCC3=O)cc2)C1 (stereo not drawn)	3	-20	12	-5	0	-10
17	C=CCN(CC=C)S(=O)(=O)c1ccc(C(=O)Nc2nc3c(s2)CCc2ccccc2-3)cc1	-15	-6	-8	-5	5	-14
18	Cc1sc2ncn(-n3c(C)ccc3C)c(=O)c2c1C	-4	-18	3	·	1	-17
19	CCN(Cc1ccncc1)C(=O)CCc1ccccc1	-16	0	6	-2	4	-21
20	COc1cc(NC(=O)COC(=O)CO/N=C(\C)c2ccc3c(c2)OCO3)cc(OC)c1OC	9	4	-5	-12	-5	6
21	Cc1cccc(OC2CCN(Cc3nc(CC4CC4)no3)CC2)c1	13	-8	18	-6	0	-15
22	COc1cccc(CN2CCNC(=O)C2CC(=O)N(C)Cc2cnccn2)c1OC (stereo not drawn)	15	13	-22	-4	-1	24
23	CN(C)c1cc(-c2ccccc2)nc(-c2ccccc2)n1	-10	6	-4	-19	1	-23
24	C=Cn1cc(CNC[C@H]2O[C@@H](n3cc(C)c(=O)[nH]c3=O)C[C@@H]2O)c(C)n1	5	-2	0	-5	-8	-3
25	COC(=O)CN(c1ccc2c(c1)OCO2)S(C)(=O)=O	-2	0	1	-7	4	14
26	CCCCNC(=O)c1cn(-c2ccc(OCC)cc2)c(=O)c2cc(OC)c(OC)cc12	·	-8	1	-4	-5	7
27	O=C1NC(=O)C2(CCc3ccccc32)N1 (stereo not drawn)	10	6	8	·	-3	-17
28	COc1ccc(C2=NO[C@@](CC(=O)O)(C(=O)Nc3ccc4c(c3)OCCO4)C2)cc1	9	-10	10	-4	-8	-33
29	O=C(O)c1ccc(Nc2nc(-c3cccnc3)cs2)cc1	-8	-2	-2	-4	-13	-45
30	Cc1ccc(S(=O)(=O)/C(C#N)=C/c2c[nH]c3ccccc23)cc1	-2	18	-26	-8	0	-13

cpd	MITF TRPM1 inh	Shn3 3UTR inh	HIF-2a inh	Peg3 prom inh	NR2E3 ag-2
16	0	-6	8	-1	6
17	7	51	18	11	5
18	11	13	15	-5	5
19	13	16	23	15	4
20	-2	3	-6	-11	4
21	-1	-3	-21	-14	4
22	4	8	4	-5	3
23	0	2	23	10	0
24	·	-27	4	4	·
25	-9	-45	10	-3	0
26	-65	17	16	36	1
27	0	-22	19	11	3
28	-16	-21	-80	-19	0
29	-17	-46	-64	-128	1
30	12	14	-7	15	0

Entries of single compounds, looked up by structure.
CCOCC(=O)Nc1ccc([N+](=O)[O-])cc1Cl is listed as Vif inh = 8; KKLEB tox = -11; CF NFkB block = -6; CaV13 FRET inh = 1; PDI turbidity = 25; NR2E3 ag-1 = -3; MITF TRPM1 inh = -18; Shn3 3UTR inh = -15; HIF-2a inh = -33; Peg3 prom inh = -28; NR2E3 ag-2 = -4
C=CCN(CC=C)S(=O)(=O)c1ccc(C(=O)Nc2nc3c(s2)CCc2ccccc2-3)cc1 is listed as Vif inh = -15; KKLEB tox = -6; CF NFkB block = -8; CaV13 FRET inh = -5; PDI turbidity = 5; NR2E3 ag-1 = -14; MITF TRPM1 inh = 7; Shn3 3UTR inh = 51; HIF-2a inh = 18; Peg3 prom inh = 11; NR2E3 ag-2 = 5

The main list resumes with the 4 entries that preceded the break.
cpd	Compound	Vif inh	KKLEB tox	CF NFkB block	CaV13 FRET inh	PDI turbidity	NR2E3 ag-1
27	O=C1NC(=O)C2(CCc3ccccc32)N1 (stereo not drawn)	10	6	8	·	-3	-17
28	COc1ccc(C2=NO[C@@](CC(=O)O)(C(=O)Nc3ccc4c(c3)OCCO4)C2)cc1	9	-10	10	-4	-8	-33
29	O=C(O)c1ccc(Nc2nc(-c3cccnc3)cs2)cc1	-8	-2	-2	-4	-13	-45
30	Cc1ccc(S(=O)(=O)/C(C#N)=C/c2c[nH]c3ccccc23)cc1	-2	18	-26	-8	0	-13
31	CCc1nnc(SCCSc2nnc(CC)n2N)n1N	·	11	-13	·	1	4
32	O=C(CSc1nnc(-c2cccs2)n1-c1ccccc1)N1CCOCC1	-3	-3	10	-5	9	-20
33	CS(=O)(=O)N(CCc1ccccc1)CC(=O)NCc1ccc2c(c1)OCO2	-2	-16	15	-5	-1	3
34	Cc1noc(C)c1NC(=O)N(C)C[C@H]1Oc2c(NC(=O)NC(C)C)cccc2C(=O)N([C@H](C)CO)C[C@@H]1C	·	10	1	-11	-5	-29
35	O=C(Nc1cc(Oc2ccc(Cl)cc2)cc([N+](=O)[O-])c1)c1ccco1	-11	-9	2	-5	9	-35
36	Nn1c(SCC(=O)Nc2ccc(N3CCOCC3)cc2)nnc1-c1cccc(F)c1	-11	1	4	-13	-2	-27
37	O=C1/C(=C/c2coc3ccc(O)cc3c2=O)SC(=S)N1c1ccccc1	5	11	10	3	1	-16
38	CCC1CCCCN1C(=O)CSc1nc2c(c(=O)n(C)c(=O)n2C)n1C (stereo not drawn)	4	0	-2	3	-2	-12
39	COc1ccc(OCC(=O)N2CCCC(CO)(CCOc3ccccc3)C2)cc1 (stereo not drawn)	-14	12	-17	-7	-1	4
40	CCOC(=O)c1cc2c(C(F)(F)F)cc(-c3ccccc3)nc2o1	-2	-7	7	-4	0	2
41	C=CCNC(=S)Nc1ccc(F)cc1F	-3	8	-5	2	-2	-10
42	COc1ccccc1N1CCN(C(=O)C(=O)N/N=C/c2ccccc2F)CC1	19	3	-2	-2	-4	10
43	OC1(c2cccc(F)c2)CCN(Cc2ccncc2)CC1	16	1	-3	-4	5	7
44	O=C(COc1cccc(Cl)c1)NCc1ccccc1	2	-9	24	-19	1	2
45	CCS(=O)(=O)N1CCN(C(=O)c2cccc3ccccc23)CC1	-3	-7	3	-20	0	9
46	CC(C)Cn1c(-c2ccc(C#N)cc2)nc2c1c(=O)[nH]c(=O)n2CC(C)C	10	0	3	-6	-4	-11
47	O=C(Nc1ccc(N2CCOCC2)cc1)C1=NN(c2ccccc2)C(=O)CC1	2	-4	-6	-6	0	-1

cpd	MITF TRPM1 inh	Shn3 3UTR inh	HIF-2a inh	Peg3 prom inh	NR2E3 ag-2
27	0	-22	19	11	3
28	-16	-21	-80	-19	0
29	-17	-46	-64	-128	1
30	12	14	-7	15	0
31	0	-6	16	12	0
32	2	1	7	10	-1
33	5	-4	2	-9	0
34	2	3	10	-8	·
35	-21	31	-31	-28	5
36	-25	-38	-57	-31	0
37	12	·	9	31	1
38	8	4	20	17	5
39	3	1	3	2	0
40	8	12	-3	14	2
41	-10	11	4	-20	-4
42	-17	-5	4	-7	3
43	3	-1	18	1	0
44	-12	-3	-23	-10	2
45	0	-5	18	9	2
46	8	-11	12	30	0
47	2	-5	-23	-31	·
